# Screening data as filed in PubChem.
# APE1 inh: qHTS Assay for Inhibitors of the Human Apurinic/apyrimidinic Endonuclease 1 (APE1); Potency, µM (series often up to 65.8 µM), for inactives: top-dose activity change, negative = inhibition, most hits filed as inhibitors; recombinant APE1, TAMRA/BHQ-2 abasic DNA cleavage fluorescence; DNA repair nuclease/redox regulator APEX1 (Homo sapiens), P27695; 350,000 compounds, 0.35% hits;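 further: plate controls were vehicle for no effect and reference inhibitor for full effect; nearly all actives have a fitted effect of over 55% in size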
#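 Readout is kinetic fluorescence (ex 525, em 598 nm) from cleavage of 50 nM TAMRA/BHQ-2 THF abasic duplex by 0.75 nM APE1, compound added 15 min beforehand at RT.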
# Pol iota inh: qHTS for Inhibitors of Polymerase Iota. DNA polymerase iota (Homo sapiens), Q9UNA4. Pol iota fluorescent replication assay, 10 min. Potency, µM (highest dose often 115 µM), without a hit: at the highest dose activity, negative = inhibition, hits mostly inhibitors. 390,000 compounds, 1% hits. AID 588590, 2011
#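 Pol iota at 10 nM preincubated 15 min with compounds at room temperature; reaction started with fluorescent substrate, 50 nM final. Fluorescence read kinetically at 0 and 10 min; buffer-only wells as negative control.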
# BAZ2B inh: qHTS Assay for Inhibitors of BAZ2B | AlphaScreen BAZ2B-H3K14Ac peptide displacement | 360,000 compounds, 4.4% hits | Bromodomain adjacent to zinc finger domain protein 2B (Homo sapiens), Q9UIF8 | Potency, µM (top dose mostly 114 µM), for the others: top-dose activity change, negative = inhibition, most hits filed as inhibitors; further: on the % scale 0 is the no-effect control and ±100 the full control effect; nearly all actives have a fitted effect of over 60% in size
#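 AlphaScreen displacement: compounds (up to 110uM) incubated 30 min at room temperature with a preformed 50 nM BAZ2B/50 nM biotinylated H3K14Ac peptide complex in PBS pH 7.4 with Tween-20. Donor and acceptor beads at 10 ug/mL final added, 20 min light-protected before reading.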
# JMJD2A Tudor inh: qHTS Assay for Inhibitors of JMJD2A-Tudor Domain | Lysine-specific demethylase 4A (Homo sapiens), O75164 | AlphaScreen JMJD2A-Tudor / H3K4me3 peptide binding | Potency, µM (titrated, usually from 114 µM), inactives show at the top dose activity change, negative = inhibition, usual class: inhibitors | 390,000 compounds, 4.4% hits | AID 504339, 2011; further: on the % scale 0 is the no-effect control and ±100 the full control effect; nearly all actives have a fitted effect of over 50% in size
# Pol eta inh: qHTS for Inhibitors of Polymerase Eta | DNA polymerase eta (Homo sapiens), Q9Y253 | recombinant Pol eta, fluorescent DNA replication assay | Potency, µM (top dose mostly 114 µM), inactives show at the top dose activity change, negative = inhibition, actives largely listed as inhibitors | 390,000 compounds, 1.2% hits | AID 588591, 2011; further: on the % scale 0 is the no-effect control and ±100 the full control effect
#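 Pol eta at 10 nM preincubated with compounds 15 min at room temperature; reaction started with fluorescent substrate (50 nM final) and read kinetically at 0 and 10 min.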
# BLM inh: qHTS Assay for Inhibitors of Bloom's syndrome helicase (BLM); recombinant BLM DNA unwinding, fluorescence dequenching; Potency, µM (series often up to 56.1 µM), without a hit: top-dose activity change, negative = inhibition, usual class: inhibitors; 350,000 compounds, 0.2% hits; AID 2528, 2010; RecQ-like DNA helicase BLM (Homo sapiens), P54132;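 further: plate controls were vehicle for no effect and no enzyme for full effect; nearly all actives have a fitted effect of over 35% in size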
# Target sequence (P54132 whole entry, looked up): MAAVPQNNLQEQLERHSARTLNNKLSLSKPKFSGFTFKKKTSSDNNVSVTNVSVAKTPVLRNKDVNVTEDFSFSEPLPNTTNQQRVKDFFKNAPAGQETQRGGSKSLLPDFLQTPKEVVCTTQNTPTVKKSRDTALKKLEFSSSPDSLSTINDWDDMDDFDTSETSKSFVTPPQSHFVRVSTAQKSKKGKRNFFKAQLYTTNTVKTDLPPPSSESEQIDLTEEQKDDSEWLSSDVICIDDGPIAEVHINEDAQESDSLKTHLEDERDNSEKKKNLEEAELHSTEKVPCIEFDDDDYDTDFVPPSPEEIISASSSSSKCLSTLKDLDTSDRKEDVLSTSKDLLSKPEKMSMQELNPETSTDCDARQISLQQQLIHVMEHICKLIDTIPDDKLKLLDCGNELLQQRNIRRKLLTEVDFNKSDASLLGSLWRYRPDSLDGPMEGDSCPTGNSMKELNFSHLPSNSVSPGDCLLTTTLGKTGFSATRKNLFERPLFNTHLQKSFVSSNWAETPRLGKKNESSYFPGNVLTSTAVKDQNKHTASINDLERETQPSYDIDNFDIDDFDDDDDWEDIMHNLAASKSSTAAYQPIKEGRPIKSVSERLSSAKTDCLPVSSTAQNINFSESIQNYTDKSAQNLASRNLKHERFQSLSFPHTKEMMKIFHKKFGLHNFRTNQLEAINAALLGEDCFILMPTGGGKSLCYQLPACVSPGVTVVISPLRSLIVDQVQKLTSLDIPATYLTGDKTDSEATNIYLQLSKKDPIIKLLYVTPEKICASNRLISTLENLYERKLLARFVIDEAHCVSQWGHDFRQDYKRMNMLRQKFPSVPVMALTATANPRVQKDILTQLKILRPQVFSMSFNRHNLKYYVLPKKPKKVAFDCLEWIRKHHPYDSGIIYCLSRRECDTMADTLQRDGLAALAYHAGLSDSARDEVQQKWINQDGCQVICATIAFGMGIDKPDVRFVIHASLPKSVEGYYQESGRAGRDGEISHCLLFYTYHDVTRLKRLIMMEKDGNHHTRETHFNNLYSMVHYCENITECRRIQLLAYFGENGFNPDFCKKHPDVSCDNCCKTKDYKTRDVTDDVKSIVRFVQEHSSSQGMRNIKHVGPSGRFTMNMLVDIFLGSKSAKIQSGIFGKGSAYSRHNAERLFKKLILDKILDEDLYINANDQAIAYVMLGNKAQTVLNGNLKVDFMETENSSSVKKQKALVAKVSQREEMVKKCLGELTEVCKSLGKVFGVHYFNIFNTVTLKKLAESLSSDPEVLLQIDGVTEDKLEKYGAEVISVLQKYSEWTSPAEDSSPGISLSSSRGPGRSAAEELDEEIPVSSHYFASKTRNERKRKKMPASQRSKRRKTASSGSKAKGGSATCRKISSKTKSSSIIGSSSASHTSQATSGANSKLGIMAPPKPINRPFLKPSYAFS
# POLB inh: qHTS Assay for Inhibitors of DNA Polymerase Beta | P06746 | 340,000 compounds, 1.3% hits | Potency, µM (highest dose often 114 µM), for the others: at the highest dose activity change, negative = inhibition, usual class: inhibitors | Pol beta primer extension/strand displacement, fluorescence kinetic; further: on the % scale 0 is the no-effect control and ±100 the full control effect
#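 Kinetic readout of DNA synthesis with strand displacement by Pol beta. Compound and 10 nM enzyme sit 15 min at room temperature; 50 nM substrate starts the reaction, read immediately and at 10 min.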
# G9a block: qHTS Assay for Inhibitors of Histone Lysine Methyltransferase G9a. Histone-lysine N-methyltransferase EHMT2 (Homo sapiens), Q96KQ7. G9a H3K9 monomethylation, AlphaScreen, 2 h. Potency, µM (titrated, usually from 102 µM), without a hit: at the top dose activity, negative = inhibition, actives largely listed as inhibitors. 350,000 compounds, 8.8% hits; further: on the % scale 0 is the no-effect control and ±100 the full control effect; nearly all actives have a fitted effect of over 75% in size
#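 Enzyme 20 nM + cpd, 15 min RT; add b-H3K9 pep 500 nM / SAM 20 uM; 2 h RT; anti-H3K9me1 Ab 0.5 ug/mL + SA donor / anti-rabbit acceptor beads 20 ug/mL each, 10 min; AlphaScreen read.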
# POLK inh: qHTS for Inhibitors of Polymerase Kappa. DNA polymerase kappa (Homo sapiens), Q9UBT6. purified Pol kappa, fluorescent DNA synthesis assay, 10 min. Potency, µM (titrated, usually from 107 µM), inactives show at the top dose activity, negative = inhibition, most hits filed as inhibitors. 400,000 compounds, 0.53% hits; further: on the % scale 0 is the no-effect control and ±100 the full control effect
#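 Here, compound and 10 nM enzyme are combined for 15 min at room temperature; adding 50 nM substrate (final) starts DNA synthesis, tracked by fluorescence at 0 and 10 min against buffer-only wells.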
# Active calls of the source: *; ? = inconclusive; . = no result given; & = joins results of further samples; [ ] = another dose, or the depositor's remark. The call rests on the fitted dose curve; in most records, active means well fitted curve in the direction sought with a large enough effect; inconclusive means small, poorly fitted or top-dose-only effect, or another doubt; inactive means no such curve, though single readings can be large; an effect the other way counts as inactive or inconclusive. Potency means the concentration at half of the fitted maximal effect.
molecule | APE1 inh | Pol iota inh | BAZ2B inh | JMJD2A Tudor inh | Pol eta inh | BLM inh | POLB inh | G9a block | POLK inh
Cc1ccc(N=C(NOC(=O)c2ccccc2)c2nonc2N)c(C)c1 | ? | -3.8% | -4.1% | -29.7% | -13.6% | -12.8% | -17.8% | 14.9%[59 µM] | -20.6%
CC(NC(=O)c1ccc(Br)o1)c1ccccc1 (stereo not given) | 3.0% | 51.2%[activator] | -16.3% | 3.8% | -21.6% | 1.5% | 0.2% | 7.6% | -0.5%
O=C(c1noc2c1CCc1ccccc1-2)N1CCc2ccccc2C1 | -5.3% | . | 20.8% | . | . | -11.0% | 4.4% | 2.6%[12.7 µM] | .
CCOc1ccc(NC(=O)c2cc(S(=O)(=O)N3CCOCC3)cn2C)cc1 | 35.7% | 5.0% | -22.2% | -4.2% | -8.1% | -0.9% | 5.8% | 15.2% | -13.6%
COc1ccc(S(=O)(=O)NC2CCCC2)cc1NC(C)=O | 12.8% | -20.0% | -15.8% | -1.4% | 4.3% | -0.6% | 0.8% | -1.0% | -14.9%
O=C(c1cccc2ccccc12)C1CCCN(C(=O)C2CCOCC2)C1 (stereo not given) | -1.6% | 12.1% | -13.0% | -10.6% | 2.6% | -1.2% | -0.3% | 0.1% | -16.8%
CSc1nc2ccc(NC(=O)c3c(F)cccc3F)cc2s1 | 0.4% | 3.8% | -15.5% | -11.0% | -16.8% | -5.8% | 19.0% | -3.7% | -13.0%
c1ccc2c(c1)nc(N1CCOCC1)c1nncn12 | ? | 26.9% | 9.4% | 2.9% | -17.9% | 3.0% | ? | -9.8% | 2.0%
CCOC(=O)c1c(NC(=O)CSc2nnnn2-c2ccc3c(c2)OCCO3)sc(C)c1C | -9.1% | -13.5% | -3.7% | -7.2% | -8.8% | -4.9% | 28.3% | -32.6%[59 µM] | 1.5%[60.1 µM]
CCN1C(=O)N[C@@H](c2ccccc2)[C@H](C(=O)OC)[C@H]1C | 0.8%[12.4 µM] | 10.1% | . | -9.7% | 0.0% | -2.1%[12.4 µM] | . | . | -2.9%
O=C(NN1CCCCC1)c1ccccc1 | 10.6% | 24.1% | 10.3% | -3.4% | -4.0% | 4.1% | 39.4% | 17.9%[59 µM] | 6.5%
C/C(=N\NC(=O)CCCC(=O)O)c1c(-c2ccccc2)c2cc(Cl)ccc2[nH]c1=O | 4.7% | 23.0% | -14.8% | -12.4% | -13.9% | -0.4% | -1.1% | -16.1% | -13.3%
O=C(NNC(=O)c1cc(-c2ccncc2)nc2ccccc12)Nc1ccc(F)cc1 | -2.9% | 16.0% | 4.1% | -6.2% | -5.9% | 3.6% | 3.4% | 45.9% | -4.2%
Cc1nnc2ccc(-c3cccc(NS(C)(=O)=O)c3)nn12 | -3.6% | 37.9%[activator] | 3.9% | -9.4% | 2.3% | -4.2% | -19.2% | 41.6%[activator] | -2.5%
CCN(CC)S(=O)(=O)c1ccc2oc(C(=O)NCC3COc4ccccc4O3)c(C)c2c1 (stereo not given) | 15.2% | 6.1% | 10.5% | -27.5%[57.1 µM] | -8.8% | -12.2% | -5.4% | -1.2%[59 µM] | -12.9%
Cc1ccc(S(=O)(=O)c2ccc(Cl)cc2)cc1S(=O)(=O)NC(C(=O)O)C(C)C (stereo not given) | -0.3% | 10.7% | 2.7% | -8.3% | -1.1% | 4.1% | 37.0% | ? | -2.0%
CCN1C(=S)N[C@@H](c2ccccc2)C(C(=O)OC)=C1C | 27.2%&-17.3% | 8.0% | -35.9%&-8.3% | -21.3% | -1.4% | -2.6%&1.8% | 6.8%&4.5% | 3.2%[12.7 µM] | 9.2%
O=C(CN1C(=O)NC2(CCCCC2)C1=O)Nc1ccc2c(c1)CCC2 | 0.3% | 13.4% | 14.9% | -14.6% | -18.4% | -0.8% | -2.6% | ? | -13.8%
CCOC(=O)c1c(C)[nH]c(C)c1C(=O)COC(=O)c1cccnc1Cl | 4.9% | 38.6%[activator] | . | -15.8% | -14.5% | . | . | . | -7.1%
Cc1ccc(C)c(N2CC(C(=O)Nc3nccs3)CC2=O)c1 (stereo not given) | 6.5% | 29.1% | -15.6% | -10.6% | 0.1% | -4.8% | 13.3% | 7.2% | -2.8%
NC(=O)c1cc(-c2csc(-c3cccnc3)n2)ccc1O | 2.0% | -14.0% | -22.2% | -14.4% | -3.8% | 2.4% | 19.5% | 31.6µM* | -19.1%
O=C(COC(=O)c1cccc(C(=O)OCC(=O)c2ccc(Br)cc2)n1)c1ccc(Br)cc1 | ? | 1.8% | 4.3% | -10.7% | 1.4% | -4.3% | 3.7% | -46.8%[59 µM] | -10.1%
O=[N+]([O-])c1ccc(NN=Cc2ccc3c(c2)OCO3)nc1 | . | 2.9% | . | -22.2% | -4.5% | . | . | . | -8.6%
Cc1ccsc1/C=N/N=C1\C(=O)Nc2ccccc21 | -5.3% | -6.7% | -29.2% | -27.6% | -8.4% | -4.0% | -10.6% | ? | -11.1%
CN(C)c1ccc(NS(=O)(=O)c2cccc(Cl)c2)cc1 | 7.1% | 9.8% | 44.7µM* | 31.6µM* | -10.2% | -14.8% | 32.1% | ? | -23.8%
CC(Oc1ccc2c3c(c(=O)oc2c1)CCC3)C(=O)NCCN1CCOCC1 (stereo not given) | -15.5% | -2.0% | -6.9% | -8.3% | -3.7% | 3.9% | -27.1% | -7.1% | -14.0%
COc1ccc(NS(=O)(=O)c2cccc(C(=O)N/N=C(\C)c3cccnc3)c2)cc1 | 32.8% | 92.4%[activator] | 6.8% | 2.8% | -23.2% | . | . | -3.9%[0.501 µM] | -13.2%
O=C(c1sc2ccccc2c1Cl)N1CCN(c2ccccn2)CC1 | 1.2% | 15.9% | -11.9% | -13.1% | -23.7% | -2.0% | 17.7% | . | -3.1%
Cc1ccn2c(Nc3ccccc3C)c(-c3ccncc3)nc2c1 | -3.7% | 26.5%&14.0% | -21.6%&-12.3% | -6.2%&-27.2% | -17.2%&2.3% | -0.6%&-3.2% | 0.0%&12.3% | 3.1%&8.3%[59 µM] | 4.3%&-10.5%
COc1cc2c(cc1OC)C(c1ccccc1)NC(C)(C)C2 (stereo not given) | 10.2% | 8.7% | -0.3% | -18.4% | -1.1% | -4.4% | -1.4% | -33.7% | -8.4%
Cc1cc2c(cc1C)NC(c1ccccn1)C1=C(CC(C)(C)CC1=O)N2 (stereo not given) | -0.7% | -7.4% | -6.1% | -13.6% | -12.9% | -0.3% | -0.9% | -44.5%[12.7 µM] | 1.7%
Cc1ccc(NC(=O)COC(=O)c2ccc(NC(=O)CC#N)cc2)cc1S(=O)(=O)N1CCOCC1 | 0.6% | -27.2% | . | -25.5% | -9.0% | . | . | . | -5.0%
COc1ccc(COc2ccccc2C(=O)NCc2ccccc2)cc1F | 1.7% | 8.0% | 6.2% | 0.3% | -16.4% | 2.5% | 3.3% | 23.5%[59 µM] | -1.3%
O=C(Nc1ccc(Cc2ccncc2)cc1)C1CCC(N2C(=O)C3C4C=CC(C4)C3C2=O)CC1 (stereo not given) | 3.9% | 5.9% | -14.2% | -23.6% | -16.0% | -2.0% | 5.4% | 2.2%[12.7 µM] | -5.8%[60.1 µM]
COC(=O)c1cnn(-c2ccccc2)c1N | -1.7% | 7.8% | 9.5% | 7.8% | -5.2% | 12.0% | 9.7% | 40.6% | -3.2%
COc1ccccc1-c1c(C#N)c(N)nc2c1CCc1ccccc1-2 | 6.1% | -13.8% | 29.7% | 54.7%[activator] | -24.7% | -4.1% | -1.4% | 58.0%[activator][59 µM] | 1.5%
COC(=O)CCn1c(C)cc(C(=O)COc2ccccc2C(N)=O)c1C | 18.7% | 83.8%[activator] | . | ? | -16.5% | -2.3% | 65.2% | 2.6% | 4.4%
COc1ccc(-c2cc(C(=O)O)c(C)o2)cc1OC | -1.9% | 14.2% | -16.0% | 10.5% | 5.6% | -0.1% | 7.3% | -0.4%[12.7 µM] | 3.6%
CCN(CC)S(=O)(=O)c1ccc(N2CCN(c3ccccc3OC)CC2)c(N)c1 | 12.3% | ? | -28.8% | ? | -11.2% | -5.4% | 6.3% | -24.1% | -7.6%
CCC1CCCCN1CCCNC(=O)c1ccc(/C=C2/Sc3ccccc3NC2=O)cc1 (stereo not given) | -2.4% | -25.5% | -15.4% | -5.9% | -4.3% | 26.8% | 2.8% | -20.2% | -17.7%
COC(=O)/C=C/C(=O)N1CCN(c2ccccc2)CC1 | 18.6% | 11.4% | 7.1% | -8.8% | -3.2% | 2.4% | 52.7% | 50.1µM* | -2.6%
CCN(CC(=O)Nc1c(C(=O)OC)[nH]c2ccccc12)c1ccc2c(c1)OCO2 | -1.1% | 8.7% | ? | ? | -10.1% | 6.2% | -1.9% | ? | -10.0%
COC(=O)c1cc2cc(OC)ccc2n1C | 31.3% | 15.5% | 1.8% | 4.3% | -21.1% | . | . | -3.4%[0.501 µM] | -2.1%
COc1ccccc1CNC(=O)C1CCN(S(=O)(=O)c2ccc3[nH]c(=O)ccc3c2)CC1 | . | 8.3% | -0.1% | -4.2% | -16.6% | -0.3% | ? | -1.9%[59 µM] | -8.7%[60.1 µM]
Cc1cc(C(F)(F)F)nn1CC(=O)N(C)C1CCCCC1 | . | 4.0% | . | -9.4% | -15.1% | . | . | . | -0.3%
CCCCC(CC)CNC(=O)c1cc2ccccc2c(=O)o1 (stereo not given) | 2.0% | 127.2%[activator] | -1.9% | 5.9% | 1.7% | -4.2% | 4.1% | 16.7% | -2.6%

# Whole records, quoted from the list. Values in the order: APE1 inh, Pol iota inh, BAZ2B inh, JMJD2A Tudor inh, Pol eta inh, BLM inh, POLB inh, G9a block, POLK inh
# `CCCCC(CC)CNC(=O)c1cc2ccccc2c(=O)o1` (stereo not given) as listed: 2.0%, 127.2%[activator], -1.9%, 5.9%, 1.7%, -4.2%, 4.1%, 16.7%, -2.6%
# `Cc1cc(C(F)(F)F)nn1CC(=O)N(C)C1CCCCC1` as listed: ., 4.0%, ., -9.4%, -15.1%, ., ., ., -0.3%

# Some of the compounds tested; count on the stated rates, not on these rows.
